Source: PubChem BioAssay
HIV peptide binding: inhibitors of HIV fusion peptide binding, primary screen, biochemical, uHTS, fluorescence dequenching (AID 1986); cell-free peptide binding, fluorescence dequenching, 30 min; higher % means a stronger effect; inhibition, % at 20 µM, or IC50 in µM where a hit was titrated; 0.3% of 290,000 active; in the data active means inhibition mostly above about 52%, no sharp cut-off; inactive means mostly below about 76%; further: some results filed as inactive read as strong as hits
LYP inhibition: inhibitors of LYP phosphatase, biochemical, fluorescence intensity, uHTS (AID 1779). Tyrosine-protein phosphatase non-receptor type 22 (Homo sapiens). recombinant LYP phosphatase, fluorescence intensity; higher % means a stronger effect. inhibition, % at 11.5 µM, or IC50 in µM where a hit was titrated. 0.054% of 290,000 active;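 further: plate controls were vehicle with enzyme for no effect and no enzyme for full effect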
SIAH1 antagonists: Siah-1 peptide-binding antagonists, primary screen, biochemical, fluorescence polarization, rhodamine-plectin, uHTS (AID 1817) | E3 ubiquitin-protein ligase SIAH1 (Homo sapiens) | Siah-1 / rhodamine-plectin peptide fluorescence polarization; higher % means a stronger effect | displacement, % at 20 µM; hits with a dose series show IC50 in µM | 0.02% of 290,000 active;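 active means displacement of at least 50% at 20 µM, with a fluorescence ratio check between 0.3 and a set limit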;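 further: plate controls were Siah plus tracer with DMSO for no effect and tracer alone without Siah for full effect; strong numbers were not always called active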
AID2073: inhibitors of Mint1-CaV2.2 protein interaction, biochemical, HTRF (AID 2073) | Voltage-dependent N-type calcium channel subunit alpha-1B (Homo sapiens) | HTRF protein-protein interaction, Mint1-CaV2.2; higher % means a stronger effect | one-dose inhibition, % at 20 µM; IC50 in µM for titrated hits | 0.19% of 290,000 active; in the data active means inhibition mostly above about 51%, no sharp cut-off; inconclusive means no clear call, values can overlap the other calls; inactive means mostly below about 53%; further: some results filed as inactive read as strong as hits
HEK293 NOD2/NF-kB: NOD2 signaling inhibitors, cell-based, luminescence, uHTS, HEK293 (AID 1566) | HEK293 NOD2/NF-kB luciferase reporter, luminescence; higher % means a stronger effect | inhibition, % at 4 µM, or EC50 in µM where a hit was titrated | 0.63% of 290,000 active; further: many of its hits are not listed in these tables
Myeloid diff 2: induction of myeloid progenitor differentiation, primary screen, cell-based, flow cytometry, MLPCN library; ER-HoxA9 myeloid progenitors, lysozyme-GFP differentiation; calls only at 10 µM; 1% of 360,000 active; AID 624256, 2012;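 active means normalized GFP-positive differentiation at or above the plate's own cutoff, the solvent-only control mean plus 3 SD; inconclusive means no clear call, values can overlap the other calls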;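 further: cells exposed to compound for four days before flow analysis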
Hep lipid drop: inhibitors of hepatocyte lipid droplet formation, primary screen, imaging, high-throughput imaging, BODIPY stain; inhibition, % at 6.5 µM; AML12 mouse hepatocytes, oleate lipid droplets; 0.4% of 240,000 active;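 active means lipid droplet intensity inhibited by at least 50%, with more than 500 cells counted; inconclusive means wells with under 300 cells, treated as cytotoxic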
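Material: mouse AML12 hepatocyte cell line, fixed after treatment; Timing: compound with oleate, overnight; Technique: high-content imaging of BODIPY-stained droplets and DAPI nuclei; Probe or stimulus: oleate, 100 µM final; Dosing: compound at 6.5 µM only.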
Dengue-2 NS5 capping: Dengue-2 NS5 methyltransferase inhibitors, primary screen, biochemical, confirmation dose response (AID 588689) | 0.3% of 340,000 active | Genome polyprotein (Dengue virus type 2 (strain 16681-PDK53)) | one-dose inhibition, % at 25 µM; IC50 in µM for titrated hits | Dengue-2 NS5 methyltransferase capping enzyme assay, biochemical; higher % means a stronger effect; in the data active means a potency from the dose series; inconclusive means inhibition above about 29% without an active follow-up result
XIAP antagonists: XIAP antagonists, biochemical, IAP family, fluorescence polarization (AID 1018); XIAP BIR domain, fluorescence polarization peptide displacement; higher % means a stronger effect; displacement, % at 20 µM; hits with a dose series show IC50 in µM; 0.007% of 200,000 active; in the data active means displacement above about 50%; further: a part of the inactive calls stands beside numbers as strong as those of hits
Hep lipid drop cells 6.5 µM: further read-out of Hep lipid drop, marked with its call; cell count; measured here: cell count, cytotoxicity flag;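 cells counted across two imaged fields per well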
Dengue-2 NS5 capping pilot replicate: further read-out of Dengue-2 NS5 capping, marked with its call; inhibition, %; measured here: pilot screen replicate inhibition
Myeloid diff 2 GFP+ MAC1+ %: second read-out of Myeloid diff 2, no call of its own (marks repeat the call); GFP+ MAC1+ double positive, %; measured here: differentiation confirmed by MAC1 staining
Active calls of the source: *; i = inactive; ? = inconclusive; · = no result given. Unless noted, no stated cut-off is given here; in the data, active means inhibition above about 50%; inactive means the rest. An excerpt; the hit share may differ from the screen's.

SMILES | HIV peptide binding | LYP inhibition | SIAH1 antagonists | AID2073 | HEK293 NOD2/NF-kB | Myeloid diff 2 | Myeloid diff 2 GFP+ MAC1+ % | Hep lipid drop | Hep lipid drop cells 6.5 µM | Dengue-2 NS5 capping | XIAP antagonists | others
CC(C(=O)Nc1cc(Cl)cc(Cl)c1)N1CCCC1 (centres undefined) | -1.0% | -8.5% | -3.5% | -0.4% | 23.7% | i | 0.3 | -0.8 | 440 | -9.4% | ·
CCCn1nc(NC(=O)c2ccncc2)c2cc3ccccc3nc21 | 0.6% | -2.0% | 5.6% | -1.2% | 5.9% | i | 0.5 | · | · | -3.5% | -7.3%
O=C(CSc1ncn(-c2ccccc2)n1)Nc1nc(-c2ccccc2)cs1 | 0.7% | 0.2% | 8.4% | 20.5% | -8.9% | i | 2.6 | -23.4 | 707 | 0.0% | 1.9% | Dengue-2 NS5 capping pilot replicate=-2.0
Oc1ccccc1N=Nc1ccccc1O | -2.2% | -8.3% | 0.9% | 10.2% | -9.5% | i | 0.2 | -52.4 | 498 | 5.3% | -2.0%
C=CCNC(=O)c1onc(CSc2cccc(C)c2)c1C(=O)O | 5.1% | 1.4% | 2.3% | 1.1% | -3.6% | i | 1.8 | · | · | 3.1% | -3.4%
O=C(NCCN1CCCCCC1)C1CCN(S(=O)(=O)N2CCOCC2)CC1 | 0.6% | -9.0% | 5.7% | 3.1% | 5.7% | i | 2.9 | -17.4 | 617 | 3.4% | -5.4%
O=C1C2C3C=CC(C4CC34)C2C(=O)N1/N=C/c1c[nH]c2ccccc12 (centres undefined) | -0.7% | -1.4% | -2.1% | -2.2% | -81.0% | · | · | 4.1 | 723 | 2.2% | -9.1%
O=C(COC(=O)c1cc[n+]([O-])cc1)NCC12CC3CC(CC(C3)C1)C2 | -1.6% | 1.5% | -1.3% | 4.6% | 13.9% | i | 1.6 | 10.3 | 844 | 1.4% | -1.2%
Cc1ccc(C)c(NC(=S)c2nc3ccccc3s2)c1 | -2.5% | -2.3% | -3.2% | -32.1% | -24.5% | i | 1.3 | 11.1 | 622 | 3.6% | 44.6%
COc1ccc(NC(=O)c2cc(=O)[nH]c(=O)[nH]2)cc1S(=O)(=O)Nc1ccccc1Cl | 1.1% | 0.2% | 8.6% | 9.2% | 6.5% | i | 0.7 | 33.1 | 730 | -1.5% | -7.1%
CCOC(=O)c1cc(S(=O)(=O)Nc2ccc(F)cc2F)cn1C | 0.0% | -14.4% | -6.2% | 1.2% | 9.4% | i | 1.9 | 6.1 | 743 | 3.6% | ·
Cc1c(NC(=O)CCSc2ccc(Cl)cc2)c(=O)n(-c2ccccc2)n1C | 1.4% | -11.2% | 1.0% | 13.7% | 16.7% | i | 0.8 | 15.0 | 809 | -4.2% | -3.4%
COC(=O)c1ccc2nc(Nc3nc4ccc(F)cc4s3)sc2c1 | 4.6% | 3.7% | -7.2% | 22.3% | · | i | 0.5 | 25.6 | 653 | -1.4% | -2.2%
NS(=O)(=O)c1cc2c(cc1Cl)NC(C(Cl)Cl)NS2(=O)=O (centres undefined) | -1.2% | -4.0% | 5.3% | 18.7% | 1.8% | i | 4.0 | 3.2 | 736 | 0.0% | -8.5%
O=P(O)(CN1CCCCCC1)C1Cc2ccccc2C1 | 4.2% | -5.0% | -4.0% | 4.6% | -18.6% | · | · | -23.3 | 744 | · | ·
CC1CC1C(=O)Nc1ccc(-c2ccccc2)cc1 (centres undefined) | -0.6% | -9.4% | -7.5% | 24.3% | 12.7% | i | 0.1 | -24.1 | 768 | -4.4% | -7.8%
Cc1cc(=O)[nH]c(NCc2ccccc2)n1 | 0.9% | -6.7% | 11.7% | 5.7% | -1.3% | i | 0.2 | -2.9 | 637 | 3.1% | ·
O=C(Nc1ccc(-c2nc3ccccc3[nH]2)cc1)c1cccc(N2C(=O)CCC2=O)c1 | 3.3% | -12.3% | -10.5% | 57.1% | -20.5% | i | 1.0 | 20.7 | 630 | 2.2% | -23.2%
Cn1ncc(Br)c1C(=O)Nc1ccc(F)cc1F | -0.2% | -2.5% | 5.8% | -0.8% | 7.1% | i | 0.5 | -13.5 | 700 | -0.8% | -0.7%
O=C(O)CC(C(=O)Nc1ccc(Cl)cc1Cl)C1CCCO1 (centres undefined) | 1.6% | -3.3% | 0.6% | 7.9% | 17.2% | i | 0.2 | 5.7 | 722 | -3.2% | -1.4%
Cc1ccc(Nc2c(-c3ccc(N4CCOCC4)cc3)nc3ncccn23)cc1C | -1.4% | 0.6% | -0.1% | 13.1% | 8.3% | i | 3.4 | -2.0 | 725 | -2.1% | -2.5%
c1ccc(CN2CN=C(Nc3nc4ccccc4s3)NC2)cc1 | 3.9% | -3.3% | -2.1% | -1.1% | 4.9% | i | 0.5 | 7.3 | 807 | 2.1% | -2.6% | Dengue-2 NS5 capping pilot replicate=0.6
O=C(NCc1ccccn1)c1ccc(CNS(=O)(=O)c2ccc(F)cc2)cc1 | 0.7% | -10.8% | 0.7% | -5.1% | 10.6% | i | 0.7 | -17.6 | 611 | -7.3% | -1.5%
COC(=O)c1ccccc1NC(=O)CSc1nnc(-c2ccc(OC)cc2)n1C | 7.5% | -3.2% | 2.9% | 14.6% | 16.3% | i | 0.8 | -19.1 | 658 | -4.8% | 1.1%
Cc1cc(C(=O)NC2CC(C)(C)Cc3c2cnn3-c2cccc(F)c2)nn1C (centres undefined) | 0.4% | -4.2% | -1.4% | -1.3% | 17.7% | i | 1.2 | -48.4 | 666 | 3.2% | ·
O=C(Oc1ccccc1)n1c(=S)oc2ccccc21 | 0.9% | -3.7% | 1.9% | 23.3% | 11.4% | i | 1.0 | -1.0 | 624 | -5.5% | -1.5%
CC(C)c1ccc(NC(=O)CCC(=O)NCc2ccco2)cc1 | -1.4% | -8.6% | -4.3% | 8.6% | 22.8% | i | 0.7 | -2.3 | 763 | -6.8% | ·
Cc1ccc(C)c(NS(=O)(=O)c2ccc(-c3cnc(C4CC4)o3)cc2)c1 | -0.5% | -3.5% | -2.3% | 0.6% | 45.4% | ? | · | ? | · | -6.2% | ·
O=C(NCc1ccc(F)cc1)C1CCC(CNS(=O)(=O)c2ccccc2)CC1 (centres undefined) | -1.0% | -7.4% | -1.1% | 1.6% | 16.0% | i | 1.2 | 9.3 | 680 | 2.3% | ·
Cn1cc(S(=O)(=O)N2CCCC2)cc1C(=O)NCc1ccccc1 | 0.6% | -7.2% | 1.0% | 30.5% | 17.8% | i | 1.6 | -0.6 | 763 | -2.1% | ·

Random excerpt: 2 entries already listed
SMILES | HIV peptide binding | LYP inhibition | SIAH1 antagonists | AID2073 | HEK293 NOD2/NF-kB | Myeloid diff 2 | Myeloid diff 2 GFP+ MAC1+ % | Hep lipid drop | Hep lipid drop cells 6.5 µM | Dengue-2 NS5 capping | XIAP antagonists | others
COC(=O)c1ccc2nc(Nc3nc4ccc(F)cc4s3)sc2c1 | 4.6% | 3.7% | -7.2% | 22.3% | · | i | 0.5 | 25.6 | 653 | -1.4% | -2.2%
Oc1ccccc1N=Nc1ccccc1O | -2.2% | -8.3% | 0.9% | 10.2% | -9.5% | i | 0.2 | -52.4 | 498 | 5.3% | -2.0%

The main list resumes, starting two compounds before the break.
SMILES | HIV peptide binding | LYP inhibition | SIAH1 antagonists | AID2073 | HEK293 NOD2/NF-kB | Myeloid diff 2 | Myeloid diff 2 GFP+ MAC1+ % | Hep lipid drop | Hep lipid drop cells 6.5 µM | Dengue-2 NS5 capping | XIAP antagonists | others
O=C(NCc1ccc(F)cc1)C1CCC(CNS(=O)(=O)c2ccccc2)CC1 (centres undefined) | -1.0% | -7.4% | -1.1% | 1.6% | 16.0% | i | 1.2 | 9.3 | 680 | 2.3% | ·
Cn1cc(S(=O)(=O)N2CCCC2)cc1C(=O)NCc1ccccc1 | 0.6% | -7.2% | 1.0% | 30.5% | 17.8% | i | 1.6 | -0.6 | 763 | -2.1% | ·
CO[C@H]1C=CO[C@@]2(C)Oc3c(C)c(O)c4c(O)c(c(C=NN5CCN(C)CC5)c(O)c4c3C2=O)NC(=O)C(C)=CC=C[C@H](C)[C@H](O)[C@@H](C)[C@@H](O)[C@@H](C)[C@H](OC(C)=O)[C@@H]1C | 25.5% | -0.5% | 5.7% | 20.4% | 13.8% | i | 1.5 | -12.4 | 688 | -3.7% | -10.0%
CCc1nn(C(C)C(=O)NCCN2CCN(c3cccc(C)c3C)CC2)c(=O)c2cc3occc3n12 (centres undefined) | -3.8% | 5.1% | -1.2% | 11.3% | -15.8% | i | 1.0 | 5.1 | 656 | -8.9% | -15.1%
CCC1CN(C(=O)N2CCC(C(=O)NCCc3ccccc3OC)CC2)c2ccccc2O1 (centres undefined) | 0.7% | -8.2% | 2.3% | 5.9% | -18.3% | i | 1.4 | -1.8 | 711 | -0.5% | ·
Cc1ccc(N2C(N)=C(C#N)C(c3cccnc3)C3=C2CC(C)(C)CC3=O)cc1 (centres undefined) | -0.4% | -0.1% | 2.4% | -1.8% | 15.6% | i | 0.7 | -2.0 | 679 | 0.0% | -3.4%
CCC1(C)Cc2c(sc(NC(=S)NC(=O)c3ccccc3)c2C#N)CO1 (centres undefined) | -2.1% | -0.4% | -1.4% | -2.3% | -5.1% | i | 0.1 | -1.7 | 536 | · | -9.2%
OC(CNCc1ccc(F)cc1)(c1ccccc1)c1ccc(F)cc1 (centres undefined) | 0.4% | -6.8% | 4.2% | 11.6% | -2.5% | i | 2.2 | · | · | -3.8% | -1.9% | Dengue-2 NS5 capping pilot replicate=-3.3
CCn1c(CNC(=O)c2cccc(C)c2)nnc1SCC(=O)NC1=NCCS1 | -2.9% | -10.3% | 0.3% | -4.3% | -10.4% | i | 0.4 | -3.9 | 845 | -2.5% | ·
CC1(C)NC(=O)N(CC(O)Cn2nnc3ccccc32)C1=O (centres undefined) | 0.5% | -6.3% | -0.2% | 1.2% | 1.8% | i | 1.4 | 2.3 | 678 | -6.7% | -1.0%
Cc1c(C(=O)NCc2ccc(F)cc2)c(-c2ccccc2)nn1-c1ccccc1 | -1.2% | -1.1% | -2.9% | -5.5% | 19.6% | i | 0.4 | 13.8 | 758 | -6.4% | 1.1%
CCOc1ccc(N(CC(=O)NCCCOC)S(C)(=O)=O)cc1 | -3.4% | -3.6% | -2.1% | 11.5% | 3.1% | i | 0.9 | · | · | -12.8% | 0.7%
COc1cc(/C=N/Nc2cccc(C)c2)ccc1OC(=O)c1ccco1 | -2.7% | -6.3% | 5.9% | 2.2% | -13.0% | i | 0.1 | -24.5 | 649 | 1.6% | -4.1%
Cn1c(=O)[nH]c(=O)c2c1nc(N(CCO)Cc1ccccc1)n2CCCc1ccccc1 | -2.3% | -4.8% | -1.3% | 0.5% | 11.5% | ? | · | · | · | 1.4% | -1.5%
